tim23-1 inh – growth inhibitors of tim23-1 mutant yeast, primary screen, luminescence, uHTS; AID 463212, 2010; inhibition, % at 20 µM; S. cerevisiae tim23-1 growth, BacTiter-Glo luminescence, 24 h; 330,000 tested, 1.3% active;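 active = growth inhibition of the mutant yeast at or above 50%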;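 also: temperature-sensitive mutant grown at 25 °C; plate controls were DMSO-treated mutant yeast for no effect and medium wells lacking yeast for full effect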
TIM10 inh – growth inhibitors of isogenic TIM10 control yeast, primary screen, counter-screen for tim10-1 yeast inhibitor project, luminescence, uHTS; 330,000 tested, 1.4% active; S. cerevisiae TIM10 strain growth, BacTiter-Glo luminescence, 24 h; AID 463195, 2010; inhibition, % at 10 µM;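 active = inhibition of 40% or more at the single tested concentration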;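 also: wild-type TIM10 isogenic control strain grown at permissive 25 °C; 0% = DMSO yeast wells and 100% = minimal medium wells without yeast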
XBP1 UPR activ – activators of adaptive XBP1 UPR arm, primary screen, cell-based, CHO-XBP1 luciferase reporter, luminescence, uHTS; IRE1-XBP1 UPR activation; percent of tunicamycin response, DMSO as zero; activation, % at 20 µM; 330,000 tested, 0.33% active;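 active = versus positive control, 20 µM dose yields 30% or more activation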;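 also: 100% = tunicamycin at 10 µg/mL and 0% = DMSO only wells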
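Material: CHO-XBP1 cells stably carrying IRE1-XBP1-driven luciferase reporter / Amount: 1000 cells per well / Compound: 20 µM, 1% DMSO / Times: 6 h treatment, 37 °C / Detection: luciferase luminescence / Measure: % activation of reporter signal versus tunicamycin and DMSO controls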
tim10-1 inh – growth inhibitors of tim10-1 mutant yeast, primary screen, luminescence, uHTS; S. cerevisiae tim10-1 ts strain growth, BacTiter-Glo, 24 h; 330,000 tested, 2.2% active; inhibition, % at 20 µM;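 active = inhibition of at least 40%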;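 also: mutant grown at 25 °C; 0% = DMSO wells with yeast and 100% = wells holding no yeast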
Mdm2-MdmX inh – inhibitors of human Mdm2-MdmX association, primary screen, cell-based, luminescence, split luciferase, SaOS-2, uHTS; Protein Mdm4 (Homo sapiens) + E3 ubiquitin-protein ligase Mdm2 (Homo sapiens), …; SaOS-2 split-luciferase Mdm2/MdmX complementation; inhibition, % at 8 µM; 330,000 tested, 3% active;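 active = inhibition of at least 50% at 8 µM in the primary screen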
CXCR6 inh – CXCR6 receptor inhibitors, primary screen, cell-based, beta-arrestin, luminescence, CHO-K1 PathHunter, 1536-well. C-X-C chemokine receptor type 6 (Homo sapiens), O00574. 360,000 tested, 0.36% active. inhibition, % at 20 µM. AID 602244, 2012; in the data active = inhibition above about 34%, passing the limit was not always enough;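 also: antagonist mode with CXCL16 agonist at 10 nM final; 0% = 10 nM CXCL16 with DMSO and 100% = unstimulated wells without agonist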
Target sequence (O00574 whole entry, looked up): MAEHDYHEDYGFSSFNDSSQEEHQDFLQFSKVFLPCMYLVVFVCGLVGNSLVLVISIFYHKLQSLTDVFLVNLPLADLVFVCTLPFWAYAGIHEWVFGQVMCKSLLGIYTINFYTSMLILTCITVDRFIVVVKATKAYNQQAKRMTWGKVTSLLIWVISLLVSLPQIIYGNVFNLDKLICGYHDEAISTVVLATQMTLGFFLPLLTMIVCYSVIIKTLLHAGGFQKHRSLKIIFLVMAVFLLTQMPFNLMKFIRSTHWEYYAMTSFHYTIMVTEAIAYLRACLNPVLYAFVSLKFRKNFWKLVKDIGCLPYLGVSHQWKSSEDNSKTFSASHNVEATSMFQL
CHOP UPR activ – activators of apoptotic CHOP UPR arm, primary screen, cell-based, CHO-CHOP luciferase reporter, luminescence, uHTS; activation, % at 10 µM; 330,000 tested, 0.34% active; AID 449763, 2010; UPR activation; percent of tunicamycin response over DMSO baseline;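 active = at 10 µM dose, activation of 40% or more, normalized to positive control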;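 also: 100% = tunicamycin at 10 µg/mL and 0% = DMSO alone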
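System: CHO CHOP reporter cells. Amount: 500 cells per well. Buffer or medium: F12 medium, 10% FBS. Compound dosing: one dose, 10 µM in 0.5% DMSO. Incubation: 6 h compound exposure at 37 °C after overnight seeding. Technique: Steady-Glo luciferase luminescence. Benchmarks: tunicamycin and DMSO controls.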
APJ agonist – agonists of human apelin receptor APJ, primary screen, CHO-K1 cells, PathHunter beta-arrestin, luminescence; activation, % at 20 µM; AID 2520, 2010; 330,000 tested, 0.11% active; 0% DMSO wells, 100% apelin; P35414;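 active = activation more than six SD over the plate average, tested at 20 µM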;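 also: 0% = DMSO alone and 100% = apelin-13 at 10 nM; some results filed as inactive read as strong as hits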
Target sequence (P35414 whole entry, looked up): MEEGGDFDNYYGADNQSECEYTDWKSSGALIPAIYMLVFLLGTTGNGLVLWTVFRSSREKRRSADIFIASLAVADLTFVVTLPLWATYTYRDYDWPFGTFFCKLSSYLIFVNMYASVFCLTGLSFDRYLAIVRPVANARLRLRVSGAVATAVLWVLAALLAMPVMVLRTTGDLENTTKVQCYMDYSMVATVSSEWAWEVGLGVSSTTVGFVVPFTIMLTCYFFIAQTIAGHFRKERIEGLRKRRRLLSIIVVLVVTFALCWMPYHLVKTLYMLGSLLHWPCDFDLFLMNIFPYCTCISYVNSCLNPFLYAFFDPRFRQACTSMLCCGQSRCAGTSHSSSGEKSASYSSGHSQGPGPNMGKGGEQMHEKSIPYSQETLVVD
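Assay system: CHO-K1 APJ beta-arrestin complementation cell line / Compound: single test compound dose, 20 µM final, 1% DMSO / Times: overnight seeding, 90 min compound at 25 °C, 1 h detection / Technique: beta-gal luminescence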
APJ antagonist – antagonists of human apelin receptor APJ, primary screen, CHO-K1 cells, beta-arrestin complementation, luminescence; P35414; AID 2521, 2010; 330,000 tested, 0.32% active; inhibition, % at 20 µM;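 active = inhibition above about 40% at 20 µM, limit read from the data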;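 also: cells challenged with 10 nM apelin-13 agonist together with compound; plate controls were apelin-13 plus DMSO wells for no effect and DMSO wells lacking apelin-13 for full effect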
Active calls of the source: *; . = not tested or not shown. An excerpt; rates above refer to the full screens.

structure	tim23-1 inh	TIM10 inh	XBP1 UPR activ	tim10-1 inh	Mdm2-MdmX inh	CXCR6 inh	CHOP UPR activ	APJ agonist	APJ antagonist
CCCC[C@@H]1C[C@H]1[C@@H](NC(=O)c1ccco1)c1ccc(C(=O)OC)cc1	2	5	-2	6	5	.	-0.3	-5	-1
Cc1[nH]c2ccccc2c1C(c1ccccn1)N1CCC(C)CC1 (stereo unspecified)	4	11	-5	10	51*	3	4.2	-4	19
COc1ccc(C2c3ccc(O)cc3Oc3ncn4nc(-c5ccccn5)nc4c32)cc1OC (stereo unspecified)	1	-6	8	-5	2	1	1.4	-7	-16
Cc1ccc2nc(SCC(=O)Nc3ccccc3N3CCOCC3)c(C#N)cc2c1	-10	-10	3	13	40	5	0.9	-3	7
CC(C)OCc1c(C(=O)OC/C(O)=C(\C#N)c2nc3ccccc3[nH]2)oc2ccccc12	-16	-9	-4	-2	57*	-1	0.2	-2	-16
COc1ccc(C(C)=O)cc1COC(=O)CNC(=O)c1cc(C)cc(C)c1	13	14	4	18	3	2	-2.1	-1	7
CC(C)CC(=O)Nc1cccc(-c2cn3ccsc3n2)c1	15	-12	1	2	-35	5	2.3	3	0
O=C(Nc1ccc(O)cc1C(=O)O)c1cccc(Br)c1	10	11	0	26	13	9	-0.8	-3	-1
CCOCCn1ccc2c(OCC(=O)Nc3ccc(OC)c(OC)c3)cccc2c1=O	54*	4	1	12	16	-16	0.9	13	-6
O=C(CCNC(=O)c1ccccc1)NCCc1ccc(Cl)cc1	13	17	0	-10	16	5	1.3	-5	12
O=C(COC(=O)Cn1[nH]c(=O)c2ccccc2c1=O)NNC(=O)c1ccccc1	12	12	0	11	12	4	-0.5	-5	35
O=C(COc1ccc(Cl)cc1Cl)N(C1CCCCC1)C1CCS(=O)(=O)C1 (stereo unspecified)	15	0	-3	-10	-6	6	-2.3	-4	11
CCN1CCN(C(c2cccs2)C(C)NC(=O)NC2CCCCC2)CC1 (stereo unspecified)	-3	-4	3	-27	11	-2	1.1	-4	7
O=C(NCc1ccco1)c1cccc(NC(=O)c2ccco2)c1	19	-5	0	13	21	-1	-2.2	-3	12
COc1ccc(C)cc1NC(=O)C1CCCCC1C(=O)O (stereo unspecified)	-2	-10	-1	5	7	0	1.4	-4	4
FC(F)(F)c1cccnc1N1CCN(c2ncnc3nc[nH]c23)CC1	42	7	3	30	26	-6	0.8	-1	-5
Cn1c(SCC(=O)Nc2cccc(NC(=O)c3cccs3)c2)nnc1-c1ccncc1	0	13	-2	-9	18	4	-2.9	-4	15
Cc1ccc(Nc2nc(N)nc(CSc3nccn3C)n2)cc1	15	-7	0	4	-125	4	-0.9	1	-16
Cn1ccnc1SCC(=O)Nc1cccc(S(=O)(=O)N2CCCCCC2)c1	12	2	7	-2	20	1	-0.1	-2	-1
c1cnc2ccc(C(c3nnnn3C3CCCCC3)N3CCCCC3)cc2c1 (stereo unspecified)	40	4	-1	37	-9	4	6.1	-4	5
C#CCOc1ccc(C2C3=C(CC(C)(C)CC3=O)N(CC(=O)O)C3=C2C(=O)CC(C)(C)C3)cc1	15	12	-3	6	-19	7	2.9	-1	-6
Cc1ccc2c(c1)N(S(=O)(=O)c1cc(-c3cc(C)no3)ccc1C)CCO2	36	6	-5	23	16	0	-1.8	-4	-14
Cc1ccc(C)c(C(=O)CSc2n[nH]c(C)n2)c1	7	13	0	10	16	-11	2.3	-1	19
COc1cc(NC(=O)NCCN2CCN(c3ccccc3)CC2)cc(OC)c1OC	5	5	-5	-10	9	-4	-0.5	-3	13
CCn1c2ccccc2c2cc(NC(=O)Nc3ccc([N+](=O)[O-])cc3C)ccc21	-1	-11	5	6	16	.	0.1	-3	18
O=C(CNC(=O)c1ccccc1Cl)OC1CCOC1=O (stereo unspecified)	5	7	2	-4	-7	8	1.9	-3	-2
C=CCc1cccc(CNc2nc3ccccc3n2C)c1O	25	17	-8	28	23	3	1.2	0	-13
COc1ccc(-c2noc(CCC(=O)N3CCN(c4ccccc4Cl)CC3)n2)cc1	45	10	0	20	17	-17	2.9	.	.
Cc1cc(S(=O)(=O)N2CCN(Cc3ccc4c(c3)OCO4)CC2)cc(C)c1N1CCCC1=O	24	7	-3	20	6	-4	2.0	-1	-2
COC(=O)c1ccc(C23CC4(C2)[C@H](CN(CC2CCCCC2)[C@@H]4c2ccccc2)C3c2ccccc2)cc1 (stereo partly specified)	26	10	0	10	-8	4	0.1	-4	26

One compound at a time, as listed above:
`Cn1c(SCC(=O)Nc2cccc(NC(=O)c3cccs3)c2)nnc1-c1ccncc1` as listed: tim23-1 inh: 0; TIM10 inh: 13; XBP1 UPR activ: -2; tim10-1 inh: -9; Mdm2-MdmX inh: 18; CXCR6 inh: 4; CHOP UPR activ: -2.9; APJ agonist: -4; APJ antagonist: 15
`O=C(NCc1ccco1)c1cccc(NC(=O)c2ccco2)c1` as listed: tim23-1 inh: 19; TIM10 inh: -5; XBP1 UPR activ: 0; tim10-1 inh: 13; Mdm2-MdmX inh: 21; CXCR6 inh: -1; CHOP UPR activ: -2.2; APJ agonist: -3; APJ antagonist: 12
`C#CCOc1ccc(C2C3=C(CC(C)(C)CC3=O)N(CC(=O)O)C3=C2C(=O)CC(C)(C)C3)cc1` as listed: tim23-1 inh: 15; TIM10 inh: 12; XBP1 UPR activ: -3; tim10-1 inh: 6; Mdm2-MdmX inh: -19; CXCR6 inh: 7; CHOP UPR activ: 2.9; APJ agonist: -1; APJ antagonist: -6

In a second layout: 2 of the compounds above.
FC(F)(F)c1cccnc1N1CCN(c2ncnc3nc[nH]c23)CC1
- tim23-1 inh = 42
- TIM10 inh = 7
- XBP1 UPR activ = 3
- tim10-1 inh = 30
- Mdm2-MdmX inh = 26
- CXCR6 inh = -6
- CHOP UPR activ = 0.8
- APJ agonist = -1
- APJ antagonist = -5
Cn1c(SCC(=O)Nc2cccc(NC(=O)c3cccs3)c2)nnc1-c1ccncc1
- tim23-1 inh = 0
- TIM10 inh = 13
- XBP1 UPR activ = -2
- tim10-1 inh = -9
- Mdm2-MdmX inh = 18
- CXCR6 inh = 4
- CHOP UPR activ = -2.9
- APJ agonist = -4
- APJ antagonist = 15

Other structures:
Each structure is followed by: tim23-1 inh | TIM10 inh | XBP1 UPR activ | tim10-1 inh | Mdm2-MdmX inh | CXCR6 inh | CHOP UPR activ | APJ agonist | APJ antagonist
O=S(=O)(c1ccc(N2CCN(CCO)CC2)nc1)N1CCCCC1
→ -13 | -2 | 0 | -1 | 16 | 0 | -1.4 | -2 | 2
O=S(=O)(O)c1cnccc1Nc1cccc(C(F)(F)F)c1
→ 5 | 15 | -2 | 9 | 6 | 6 | 3.0 | -4 | 15
CC(C)COc1cccc(C(=O)N2CCN(C(=O)c3ccco3)CC2)c1
→ 13 | 5 | -3 | 16 | 9 | -7 | -1.2 | -4 | 26
O=C(NCC1CCOCC1)C1CCC(=O)N(Cc2cccc(C(F)(F)F)c2)C1 (stereo unspecified)
→ 14 | -2 | -3 | 16 | 1 | -15 | 1.3 | 5 | 4
CN(C)c1ccc(CNS(=O)(=O)c2ccc3c(c2)NC(=O)CS3)cc1
→ 15 | 12 | -7 | -4 | -22 | -6 | -2.1 | -2 | -8
COc1cc(-c2nnc(-c3ccco3)o2)ccc1OCc1ccccc1
→ 26 | 11 | 4 | 10 | 6 | 6 | 2.4 | 0 | 1
COc1ccc(C(=O)N(C)CC(O)c2ccccc2)cc1OC1CCN(C(C)=O)CC1 (stereo unspecified)
→ -6 | -2 | -5 | -7 | 22 | 12 | -0.4 | 2 | 2
Cc1cc(N2CCN(C)CC2)nc2ccc(NC(=S)N3CCC4(CC3)OCCO4)cc12
→ 0 | 1 | 0 | 11 | 9 | 3 | 9.9 | -2 | 10
Cc1csc2c(=O)sc(NC(=O)c3cccs3)nc12
→ 23 | 17 | -1 | 15 | -15 | -12 | -0.7 | -2 | -11
CC(=O)Oc1ccc(-c2cccc(C(=O)NCCCO)c2)cc1
→ 6 | 17 | -1 | 2 | -17 | -5 | 1.1 | -2 | -2
O=C(COC(=O)c1sc2cc(F)ccc2c1Cl)Nc1ncc(Cl)cc1Cl
→ 1 | 3 | -1 | 6 | 0 | -4 | 3.3 | -2 | -2
CCOC(=O)C1CCN(c2nc3c(C)cccn3c(=O)c2/C=C(\C#N)S(=O)(=O)c2ccccc2)CC1
→ 15 | 6 | 4 | 14 | 10 | -5 | 0.5 | -5 | 13
CCOC(=O)C(Cc1c(F)cccc1Cl)c1ccno1 (stereo unspecified)
→ 4 | 15 | -5 | 3 | 16 | -1 | -0.4 | -4 | -8
CCCCOC(=O)C1=C(C)Nc2ncnn2C1c1cc(OC)ccc1OC (stereo unspecified)
→ 8 | -4 | 1 | 35 | 1 | 0 | -0.3 | -4 | -9
COCc1ccc(C(=O)N2CCCC(C(=O)c3ccc(SC)cc3)C2)s1 (stereo unspecified)
→ 29 | -5 | 0 | 23 | -7 | 4 | 4.9 | -1 | 12
COc1ccc2oc(=Nc3cccc(F)c3)c(C(N)=O)cc2c1
→ -41 | -28 | 3 | -8 | 22 | -4 | -1.4 | -2 | 3
CCC(C)(C(=O)NC1CCCCC1)N(C(=O)c1ccccn1)c1ccc(C)cc1 (stereo unspecified)
→ 21 | -3 | 0 | 7 | 34 | -20 | -2.4 | 4 | -13

Source: PubChem BioAssay (Sanford-Burnham Center for Chemical Genomics)
